# SK-BR-3 tox 24h – SK-BR-3 proliferation inhibitors. SK-BR-3 viability, CellTiter-Glo ATP luminescence, 24 h; hits give low values. viability, % at 10 µM. hit rate 0.47% among 41,000;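 active means viability at or below the median of all test compounds minus 3 SD, in both replicates if run twice, cut at about 45% in these data; inconclusive means duplicate replicates that disagree with each other; inactive means viability above that cutoff in every replicate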;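 further: 100% = median untreated cell wells and 0% = median positive control drug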
# * marks the source's active call; other numbers are inactive results; ? = inconclusive. Some of the compounds tested. The share of hits here may be higher or lower than overall.
compound | SK-BR-3 tox 24h
CCOc1ccccc1N(C(=O)CNC(=O)c1ccco1)C(C(=O)NC(C)(C)C)c1ccncc1 (stereo not given) | 92
O=C(c1ccco1)N1CCC(n2nnc3ccccc32)CC1 | 102
CCN(CC)CCCNc1oc(-c2cccc(Cl)c2)nc1C#N | 84
CC1=C(C(=O)OCC(C)C)C(c2cc3c(cc2Br)OCO3)NC(=O)N1C (stereo not given) | 98
CC1CCCCN1S(=O)(=O)c1ccc(C(=O)Nc2nnc(-c3ccccc3Cl)o2)cc1 (stereo not given) | 67
CCCc1nc2c(o1)CC(CC(C)SCC)CC2=O (stereo not given) | 100
CCOc1c(C#N)c(C#N)c2nc(C)cc(C)n12 | 98
O=C(C1COc2ccccc2O1)N1CCCC1 (stereo not given) | 71
Cc1cccc2cc3c(NC(=O)CC(C)C)nn(C)c3nc12 | 110
COc1ccccc1NC(=O)CSc1nnc(CC(=O)Nc2ccccc2)n1C | 102

# Next records
compound | SK-BR-3 tox 24h
O=C(Cn1c(N2CCN(c3ccccc3)CC2)nc2ccccc21)c1ccccc1 | 92
CCOC(=O)Cn1c(-c2nonc2NC(=O)c2ccccc2F)nc2ccccc21 | 70
CCOC(=O)C(NC(=O)c1ccccc1OCC)(Nc1ncccn1)C(F)(F)F (stereo not given) | 92
CCS(=O)(=O)n1nc(-c2ccc(OC)cc2)nc1SC | 101
CCn1c(SCC(=O)N2CCCc3ccccc32)nnc1-c1c[nH]c2ccccc12 | 88
O=C(O)CC1CCCC(c2ccccc2)C1=O (stereo not given) | 131
COc1ccc(NC(=O)CC(=O)Nc2ccc(OC)cc2OC)c(OC)c1 | 94
N#Cc1c(N2CCOCC2)nc(-c2ccco2)c2c1CCCC2 | 101
COc1ccc(OC)c(-c2cc(C(=O)NCc3cccs3)no2)c1 | 116
O=C1[C@H]2[C@@H](C(=O)N1c1cc(Cl)cc(Cl)c1)[C@]1(C(=O)Nc3ccccc31)N1CCC[C@@H]21 | 94

# (list continues)
compound | SK-BR-3 tox 24h
CCOC(=O)C1=C(C)NC2=C(C(=O)CC(C)(C)C2)C1c1ccc2c(c1)CCCN2C (stereo not given) | 93
O=C(c1csc2c1CCCC2)n1cccn1 | 100
COc1ccccc1CN(Cc1cc2cc(C)ccc2[nH]c1=O)Cc1nnnn1CC1CCCO1 (stereo not given) | 37*
O=C(Cc1cc(=O)oc2cc(O)ccc12)NCC1CCC(C(=O)O)CC1 (stereo not given) | 84
CC1(C)Cc2noc(N)c2C(C)(C)N1OC(=O)c1ccco1 | 95
Cc1cnc(-c2nnc(N(C)C(=O)c3ccccn3)s2)cn1 | 85
c1ccc2c(c1)ncc1cccn12 | 93
COc1cccc(OC)c1C(=O)Nc1ccc(NC(=O)c2ccco2)cc1 | 76
C=C(C)Cn1c(CCCNC(=O)C(C)(C)C)nc2ccccc21 | 83
CCOC(=O)N1CCN(S(=O)(=O)N(C)C)CC1 | 85

# New compounds follow:
compound | SK-BR-3 tox 24h
O=C(CSc1nnc(-c2ccncc2)o1)Nc1ccccc1Cl | 82
Cc1ccc(N2CCCn3c2nc2c3c(=O)n(CCN3CCOCC3)c(=O)n2C)cc1 | 74
c1cc2c(cc1Oc1nc(N3CCOCC3)nc(N3CCOCC3)n1)OCO2 | 101
CN1C(=O)CC2(CC(=O)N(Cc3ccccc3)C2)C1=O (stereo not given) | 90
Cc1ccc(NC(=O)N2CCC(NC(=O)c3ccccc3C)CC2)cc1 | 116
Cc1nnc(N2CCN(Cc3ccccc3)CC2)[nH]c1=O | 94
COC(=O)CNC(=O)c1c(-c2ccccc2Cl)noc1C | 99
CCC(C)NC(=O)CCS(=O)(=O)c1ccc(Br)s1 (stereo not given) | 89
Cc1cc(C)nc(SCNC(=O)c2ccc(F)cc2)n1 | 109
CN1CCN(CC(=O)C23CC4CC(CC(C4)C2)C3)CC1 | 122

# Further records
compound | SK-BR-3 tox 24h
Cc1nc2cc(S(=O)(=O)N(C)C)ccc2n1-c1ccccc1 | 95
CCCOc1ccc(/C=c2\sc3nc(-c4ccco4)nn3c2=O)cc1OCC | 85
CCn1c(SCC(N)=O)nnc1-c1cc2c(C)nn(-c3ccccc3)c2s1 | 89
CCCC(=O)n1nc(-c2ccc(OC)cc2)nc1N | 95
Clc1ccc(-c2nnc3sc(-c4ccccn4)nn23)cc1 | 82
COC(=O)C1=C(N)Oc2cc(C)n(Cc3cccnc3)c(=O)c2C1c1ccc(OC)c(OC)c1 (stereo not given) | 70
CCN(CC)C(=O)CSc1nc2ncc(Cl)cc2[nH]1 | 97
CCn1c(C)c(C(C)=O)c(N2CCN(c3ccccn3)CC2)nc1=S | 102
Cc1ccc(N(C(C)C(=O)N2CCCCC2)S(C)(=O)=O)cc1C (stereo not given) | 69
O=C(Oc1cccnc1)c1cc2ccccc2oc1=O | 88

# Structural class, those above with a cyano group
compound | SK-BR-3 tox 24h
CCN(CC)CCCNc1oc(-c2cccc(Cl)c2)nc1C#N | 84
CCOc1c(C#N)c(C#N)c2nc(C)cc(C)n12 | 98
N#Cc1c(N2CCOCC2)nc(-c2ccco2)c2c1CCCC2 | 101

# Later entries:
compound | SK-BR-3 tox 24h
CS(=O)(=O)N1CCN(c2ccccc2NC(=O)Cc2ccc(Cl)cc2)CC1 | 73
COc1ccc(CSc2nnnn2Cc2ccccc2)cc1OC | 90
O=C(CCCc1c[nH]c2ccccc12)N1CCCCCC1 | 90
CCCCCCn1cnc2c(c1=O)c1nc3ccccc3nc1n2Cc1cccs1 | 76
O=C(CCN1CCOCC1)Nc1ccc2c(c1)CCC2 | 89
Cn1c(-n2c(CCN3C(=O)c4ccccc4C3=O)nc3ccccc3c2=O)nc2ccccc21 | 68
CCOCC(=O)Nc1cccc(C(=O)OCC)c1 | 83
COc1ccccc1C(=O)Nc1ccccn1 | 114
CCc1sc(C(=O)N2CCN(S(C)(=O)=O)CC2)cc1Br | 104
Cc1nn(-c2ccc(C(=O)O)cc2)c(N)c1-c1ccccc1 | 92

# The list continues:
compound | SK-BR-3 tox 24h
Cc1cccc(C)c1NC(=O)N1CCC(n2cnc3ccccc32)CC1 | 93
CCCS(=O)(=O)c1nnnn1-c1cccc(OC)c1 | ?
CC12CCC3(CO)COC(c4ccccc4O1)C2C3 (stereo not given) | 94
FC(F)(F)c1nnc2sc(-c3ccccn3)nn12 | 97
O=C(O)c1oc2ccccc2c1CSc1ccccn1 | 98
COc1ccc(S(=O)(=O)N2CCOCC2)cc1C(=O)Nc1cc(C)on1 | 81
CCc1nnc(NC(=O)C2CCC2)s1 | 96
CSc1nc(N2CCOCC2)c2ccccc2n1 | 92
Cc1nc(Sc2cccn2C)c(C(F)(F)F)c(=O)[nH]1 | 82
CCOC(=O)C1CCN(C(=O)Nc2ccc3oc(C)nc3c2)CC1 | 82

# Next structures:
compound | SK-BR-3 tox 24h
Cc1cc(=O)n2[nH]c(C)c(-c3ccc(Cl)cc3)c2n1 | 83
CCc1nnc(NC(=O)CSc2nnnn2-c2cccc(C(=O)OC)c2)s1 | 83
CCOc1ccc(NC(=O)CN(C)c2nnnn2-c2ccccc2)cc1OCC | 127
COc1ccc(C)cc1S(=O)(=O)N1CCC(C)CC1 | 105
CC(C)(C#N)NC(=O)c1ccco1 | 46
CCOC(=O)N1CCC(NS(=O)(=O)c2cc(Br)cnc2N)CC1 | 98
Cc1ccc(NC(=O)CN(C)S(=O)(=O)c2cccc3nsnc23)cc1 | 82
O=C(Cc1ccccc1)N1CCC(c2nc(-c3ccc(F)cc3)no2)CC1 | 93
Cc1ccc(C2NC(=O)NC3=C2CCc2ccccc23)cc1 (stereo not given) | 91
CCOc1ccc(Cc2nc(-c3nonc3N)no2)cc1OCC | 68

# (further entries)
compound | SK-BR-3 tox 24h
O=C(NC1CCCCC1)c1noc2c1CCCCC2 | 82
Cn1c(CCNC(=O)OC(C)(C)C)n[nH]c1=S | 87
CC(=O)Nc1nc(SCCCc2ccccc2)n[nH]1 | 104
Cc1occc1-c1nnc(SCC(=O)Nc2ccc3c(c2)OCO3)n1CC1CCCO1 (stereo not given) | 93
CCOc1cc(-c2noc(-c3cccnc3)n2)ccc1OC | 82
CCc1ccc(S(=O)(=O)NCc2cn3ccccc3n2)s1 | 86
Cc1ccc(NC(=O)CCN2C(=O)c3ccncc3C2=O)cc1 | 117
CCc1c(C)nc2ncnn2c1N1CCCC(C(=O)NCc2ccc3c(c2)OCO3)C1 (stereo not given) | 86
CC(C)OC(=O)CSc1nc2ncc(Cl)cc2[nH]1 | 133
COCCCNC(=O)CN1C(=O)c2ccccc2C1=O | 97

# Additional entries:
compound | SK-BR-3 tox 24h
C=CCOC(=O)C1=C(C)NC(SCC(=O)N(CC)CC)=C(C#N)C1c1ccccc1 (stereo not given) | 71
CCOc1ccc(Cn2c(O)cc(=O)[nH]c2=O)cc1 | 111
Cc1cc(N)ccc1NC(=O)c1ccccc1 | 142
Cc1cccc(NC2=NC3(CCCCC3)N=C(N)N2)c1 | 92
CCCNS(=O)(=O)c1ccc(CCC(=O)NCc2ccc3c(c2)OCO3)cc1 | 77
CCOC(=O)CCCNS(=O)(=O)c1c(C)ccc2nsnc12 | 89
Cc1ccc(S(=O)(=O)N(c2ccccc2)C2CCS(=O)(=O)C2)cc1 (stereo not given) | 85
C(#Cc1ccc(C#CCN2CCOCC2)cc1)CN1CCOCC1 | 103
CC(C)(C)NC(=O)NC(=O)COC(=O)c1ccco1 | 97
N#Cc1ccc2ccn(CC(=O)NC3CCCCCC3)c2c1 | 97

# The results go on.
compound | SK-BR-3 tox 24h
CCC(C)N(CC(=O)NCc1ccc(OC)cc1)C(=O)c1csnn1 (stereo not given) | 101
COc1cc2cc(C(c3nnnn3C3CCCC3)N3CCc4ccccc43)c(=O)[nH]c2cc1OC (stereo not given) | 105
O=S(=O)(NCc1ccco1)c1cccc(S(=O)(=O)N2CCOCC2)c1 | 83
CCOCCCN(C(=O)CNC(=O)c1ccco1)C(C(=O)NC1CCCC1)c1ccccc1C (stereo not given) | 140
CS(=O)(=O)N(CC(=O)NC1CC2CCC1C2)c1cccc(C(F)(F)F)c1 (stereo not given) | 94
CCOc1ccc(C2CC(c3cccc(C)c3)n3ncnc3N2)cc1 (stereo not given) | 92
Cc1cc2n(n1)C(c1ccccc1Cl)Nc1ccccc1-2 (stereo not given) | 103
COC(=O)c1ccc(=O)n(Cc2ccco2)c1 | 89
Cc1cc(NC(=O)c2cc(-c3ccco3)on2)no1 | 98
CN(C)S(=O)(=O)c1ccc(Oc2ccc(S(=O)(=O)N(C)C)cc2)cc1 | 83

# (list continues)
compound | SK-BR-3 tox 24h
CN(C)CCCNC(=O)c1ccc2[nH]c3ccccc3c2c1 | 100
COc1cccc(C(=O)N2CCN(Cc3ccc4c(c3)OCO4)CC2)c1OC | 102
COC(=O)CCC(=O)COc1ccc(OC)cc1C#N | 99
Cc1ccc(CC2CC(=O)N(c3ccc(Cl)cn3)C2=O)cc1 (stereo not given) | 95
CCCCNC(=O)NS(=O)(=O)c1ccc(C)cc1 | 109
CC1CCC2(CC1)NC(=O)c1ccccc1O2 (stereo not given) | 101
CCCCN(C)S(=O)(=O)c1ccc(C(=O)Nc2nnc(-c3cccs3)o2)cc1 | 62
O=C(NCCCN1CCCC1=O)c1ccc2c(=O)n(Cc3ccco3)c(=S)[nH]c2c1 | 85
Nc1ccc(CCS(N)(=O)=O)cc1 | 77
CCOC(=O)C1CCN(CC(=O)c2c(C)[nH]c3cc(C)ccc23)CC1 | 97

# The list goes on.
compound | SK-BR-3 tox 24h
CC(C)C(=O)Nc1nnc(Cc2ccccc2)s1 | 106
COC(=O)c1cnc2c(C(F)(F)F)cccc2c1OC | 97
Cc1ccc(CNC(=O)CN(C)S(=O)(=O)c2cccc3nsnc23)cc1 | 95
O=C(NC1CCCCC1)N(Cc1nc2ccccc2c(=O)[nH]1)C1CCCC1 | 87
CC(C)(C)NC(=O)CSc1nc(O)cc(=O)n1-c1ccccc1F | 98
Cc1ccc2cc(CN(CCN3CCCC3)C(=O)Nc3ccccc3)c(=O)[nH]c2c1C | 66
CCOC(=O)c1ccc(CNC(=O)CCC(=O)O)cc1 | 84
N#CC(C(=O)NC1CCCCC1)c1nc2ccccc2nc1N1CCN(c2ccccc2F)CC1 (stereo not given) | 79
O=C1Nc2ccccc2C(O)(C(=O)NC2CC2)N1c1ccc(Cl)c(Cl)c1 (stereo not given) | 95
CCOC(=O)N1CCC(Nc2ncnc3c2cnn3-c2ccccc2)CC1 | 93

# Additional records
compound | SK-BR-3 tox 24h
Cc1ccc(-c2ccc(SCC(=O)Nc3nonc3C)nn2)cc1 | 80
Cc1cc(C)c2c(c1)-c1cc(C)nn1C(c1ccc3c(c1)OCO3)N2 (stereo not given) | 96
CCCC(=O)Nc1ccc(NC(=O)c2ccccn2)cn1 | 100
Cc1nc2ncccn2c1-c1csc(NCc2ccco2)n1 | 111
O=C(CCNc1ccccc1)c1ccc2c(c1)OCO2 | 88
O=C(CSc1nc(-c2ccco2)cc(C(F)(F)F)n1)Nc1cccnc1 | 101
O=S(=O)(c1ccc(Cl)c(Cl)c1)N1CCc2nc3ccccc3n2CC1 | 46
O=C(NCc1ccc2c(c1)OCO2)c1ccc(S(=O)(=O)NCC2CCCO2)cc1 (stereo not given) | 85
CCS(=O)(=O)NCCc1ccc(OC)c(OC)c1 | 85
COc1ccccc1N1CC(C(=O)OC(C)C(=O)N2CCCc3ccccc32)CC1=O (stereo not given) | 87

# Later entries
compound | SK-BR-3 tox 24h
Cn1cc(C(=O)NC2CCCCCC2)c(=O)c2cc(S(=O)(=O)N3CCCC3)ccc21 | 85
CCC(=O)N1CCN(c2ccccc2NC(=O)Cc2ccc(Cl)cc2)CC1 | 90
CC(C(=O)NC1CCCCCC1)N(c1ccccc1)S(C)(=O)=O (stereo not given) | 91
COc1ccc(NC(=O)c2ccco2)cc1NC(=O)c1ccco1 | 108
COC(=O)c1ccn(C(=O)c2ccc(Cl)cc2)n1 | 71
COc1ccc(-n2c3c(cc(C(=O)N4CCN(CCO)CC4)c2=O)C(=O)CC(C)(C)C3)cc1 | 83
CCOC(=O)C1CCCN(C(=O)c2sc3nc(C)nc(N4CCOCC4)c3c2C)C1 (stereo not given) | 93
COc1c(N2CCNC(C)C2)c(F)cc2c(=O)c(C(=O)O)cn(C3CC3)c12 (stereo not given) | 87
